# All columns: NCI-60 one-dose screen, growth in % after 48 h at 10 µM unless noted; 100 = growth as untreated, 0 = no growth, -100 = all killed.
# UACC-62 – UACC-62 melanoma. AID 1794756. 81,000 tested, 5.4% active; active means growth percent below 10
# Numbers without * were called inactive; & = joins results of further samples; ! = not active in a repeat; [ ] = another dose, or the depositor's remark. Not all compounds are listed; the hit share may differ from the screen's.
Structure | UACC-62
COc1ccc(/C=C2\N=C(NN)N=C2Cl)cc1 | 106&108[100 µM]
CC1(C)CCC[C@]2(C)[C@@H](C=O)C(C=O)=CC[C@@H]12 | 4.1*[100 µM]
COC(=O)c1ccc(Nc2nc3nc[nH]c3c(=O)[nH]2)cc1 | 94&98[100 µM]
C=C1C(O)C2OC(=O)C(=C)C2C(OC(=O)/C(C)=C/C)CC2(C)OC2C2OC12 (stereo unspecified) | 68&88[100 µM]
COc1ccc(N=C(C)C(C)=Nc2ccc(OC)cc2)cc1 | 5.0*[100 µM]
CC(=O)C1=C(C)N2C(=NC3=C(CCc4ccccc43)C2c2cccc(Br)c2)S1 (stereo unspecified) | 8.6*![100 µM]
CCCCCCCCCCCCCCCC(=O)ON1C(=S)NC(C)(c2ccccc2)C1=S (stereo unspecified) | 80&85[100 µM]
COc1cc2oc3c(c(=O)c2c(O)c1/C=C/C(C)C)CCC(C)(C)Oc1cc(O)ccc1-3 | -100*[100 µM]
CC(C)(O)CCC(O)C(C)(O)C1CCC2(O)C3=CC(=O)C4(O)CC(O)C(O)CC4(C)C3CCC12C (stereo unspecified) (tested in a mixture with another compound) | 89&92[100 µM]
O=C1CC(Cc2n[nH]c3c2CCCC3)CC(=O)N1 | 103&91[100 µM]
COc1c(/C=C/C=O)cc2c(c1OC)OCO2 | -97*[100 µM]
COc1ccc2c(c1)N(C(C)=O)CN1C(=O)CCC21 (stereo unspecified) | 102&87[100 µM]
O=C1NC(N/N=C\c2ccccc2)=N/C1=C/c1ccccc1 | -100*[100 µM]
N#CC(C#N)N=Cc1ccncc1 | 100&82[100 µM]
N#Cc1nc(C(O)c2ccccc2)oc1N (stereo unspecified) | 91&87[100 µM]
N#Cc1nc(NC(=O)c2ccccc2C(=O)O)c(C#N)[nH]1 | 103&88[100 µM]
O=C1C2=Cc3ccccc3OC2(O)Oc2cc3ccccc3cc21 (stereo unspecified) | 48&41[100 µM]
O=C(O)c1cc(O)c2c(c1)C(C1c3cc(C(=O)O)cc(O)c3C(=O)c3c(OC4OC(CO)C(O)C(O)C4O)cccc31)c1cccc(OC3OC(CO)C(O)C(O)C3O)c1C2=O (stereo unspecified) | 82&93&30&99[100 µM]
O=C(Nc1cccc(NC(=O)C(=O)C2CCC3=C(Sc4ccccc4N3)C2=O)n1)C(=O)C1CCC2=C(Sc3ccccc3N2)C1=O (stereo unspecified) | -46*![100 µM]
C=CC1=C(C)C2=NC1=CC1=NC(=C(CC)/C1=C\O)C=C1N=C3C(=C1C)C(=O)[C@H](C(=O)OC)C3=C1NC(=C2)[C@@H](C)[C@@H]1CCC(=O)O | 0.5*[100 µM]

# Structures above that contain a carbonyl joined to an NH by a bond outside any ring:
Structure | UACC-62
N#Cc1nc(NC(=O)c2ccccc2C(=O)O)c(C#N)[nH]1 | 103&88[100 µM]
O=C(Nc1cccc(NC(=O)C(=O)C2CCC3=C(Sc4ccccc4N3)C2=O)n1)C(=O)C1CCC2=C(Sc3ccccc3N2)C1=O (stereo unspecified) | -46*![100 µM]

# Some of the entries so far, field by field:
CC(=O)C1=C(C)N2C(=NC3=C(CCc4ccccc43)C2c2cccc(Br)c2)S1 (stereo unspecified)
  UACC-62: 8.6*![100 µM]

CCCCCCCCCCCCCCCC(=O)ON1C(=S)NC(C)(c2ccccc2)C1=S (stereo unspecified)
  UACC-62: 80&85[100 µM]

COc1cc2oc3c(c(=O)c2c(O)c1/C=C/C(C)C)CCC(C)(C)Oc1cc(O)ccc1-3
  UACC-62: -100*[100 µM]

# Remaining list, next part:
Structure | UACC-62
Cc1nc(-c2cccnc2)sc1C(=O)CC(=O)C(=O)Nc1cccc(NC(=O)C(=O)CC(=O)c2sc(-c3cccnc3)nc2C)n1 | 79&90[100 µM]
CCOC(=O)/C(C(C)=O)=C(\OC(C)=O)c1ccncc1C(=O)O | 92&99[100 µM]
CC(=O)N(CN1C(=O)CCC1C(=O)O)c1ccc(C)cc1 (stereo unspecified) | 86&80[100 µM]
CC1(C)OCC2OC3(c4nc(C#N)c(N)o4)OC(C)(C)OC3C2O1 (stereo unspecified) | 92&81[100 µM]
N#Cc1cnn2c1n[n+]([O-])c1ccc(Cl)cc12 | -100*[100 µM]
S=C1N=C(Cl)/C(=C\c2ccco2)N1 | 26&57[100 µM]
N#Cc1c(N)oc(-c2cccc([N+](=O)[O-])c2)c1C#N | -75*[100 µM]
C/C=C1\NC(=O)[C@H]2CSSCCC=C[C@H](CC(=O)N[C@H](C(C)C)C(=O)N2)OC(=O)[C@H](C(C)C)NC1=O | -98*[0.1 µM]
Cc1ccc(Nc2nc(=O)[nH]c(=O)[nH]2)cc1N | 91&99[100 µM]
Cc1nc(C(N)=S)sc1C(=O)CC(=O)C(=O)Nc1ccc(Br)cc1 | 64&91[100 µM]
NNC(=O)c1n[nH]n(N)c1=S | 46&63[100 µM]
COc1c(OC)c(OC)c2c(c1OC)c(=O)c1ccccc1n2C | -44*![100 µM]
COc1ccc2c(C)cc(N/N=C/c3sccc3C)nc2c1 | -100*[100 µM]
CC(C)CCCC(C)[C@H]1CC[C@H]2[C@@H]3CC[C@H]4C[C@@H](CCC=C(c5cc(Cl)c(O)c(C(=O)OC(C)(C)C)c5)c5cc(Cl)c(O)c(C(=O)OC(C)(C)C)c5)CC[C@]4(C)[C@H]3CC[C@]12C (stereo partly specified) | 94&95[50 µM]
O=C(/C=C/C=C/c1ccccc1)CCc1ccccc1 | 81&61[100 µM]
C=C(C)[C@@H]1CCc2c(O)c(O)c(=O)cc(C)c2C1 | -85*[100 µM]
CCOC(=O)c1nnsc1NC(=O)NN | 41&79[100 µM]
Cc1ccc2c(sc(-c3ccc4c(c3)sc(-c3ccc5c(c3)sc(-c3ccc(N(C)C)cc3)[n+]5C)[n+]4C)[n+]2C)c1S(=O)(=O)O (tested in a mixture with another compound) | 10&49[100 µM]
O=c1c(O)c(-c2ccccc2)oc2c(CP(=O)(O)O)cccc12 | 99&95[100 µM]
ClC(Cl)(Cl)C1CCOC1n1nc2ccccc2n1 (stereo unspecified) | 76&78[100 µM]

Structure | UACC-62
CC(C)C1OC2(C)OC(=N)C1(C#N)C(C#N)(C#N)C2C (stereo unspecified) | 105[100 µM]
C=c1c2ccccc2oc2nc3[nH]c(N)c(C#N)c(N)c3c(=N)c12 | 0.7*![100 µM]
CC(=O)c1c2n(n(-c3ccccc3)c1=O)C(=O)c1nccnc1-2 | 86&94[100 µM]
Cc1ccc2nc(NC(=O)/C(Cc3nc4ccc(Cl)cc4[nH]c3=O)=N\NC(C)(C)C)sc2c1 | 28&84[100 µM]
CSc1ncnc2c1ncn2C1CC(Oc2ccc(C)cc2)C(COc2ccc(C)cc2)O1 (stereo unspecified) | 15&78[100 µM]
COc1cc2c(cc1C[N+](C)(C)CSc1ccccc1)-c1ccccc1CC2 | -92*[100 µM]
COC(=O)[C@]1(C)CCC[C@@]2(C)[C@@H]3C[C@@H]4[C@H]5C[C@@]3(CC[C@@H]21)C[C@@]45C | -85*[100 µM]
CC(C)CCCC(C)[C@H]1CC[C@H]2[C@@H]3CC[C@H]4C[C@@H](CCC=C(c5cc(Cl)c(O)c(C(=O)O)c5)c5cc(Cl)c(O)c(C(=O)O)c5)CC[C@]4(C)[C@H]3CC[C@]12C (stereo partly specified) (tested in a mixture with another compound) | 21&73[50 µM]
CCCC1C(C#N)(C#N)C(C#N)=C(N)C1(C)C(C)=O (stereo unspecified) | 87&82[100 µM]
OCCCN=C1N=C(Cl)/C(=C\c2ccccc2)N1 | 113&106[100 µM]
C=C1C(=O)OC2C1CC(O)/C(C)=C\CCC1(C)OC21 (stereo unspecified) | -86*![100 µM]
CC(=O)OCC1=C(C)C[C@H]([C@@H](COC(C)=O)C2CCC3C4C[C@H]5O[C@]56CC=CC(=O)[C@]6(C)C4CC[C@@]32C)OC1=O (stereo partly specified) | -100*[50 µM]
CCCCCCCCOC(=O)C12Oc3ccc(-c4ccc5c(c4O)C(O)=C4C(=O)CC(C)C(O)C4(C(=O)OCCCCCCCC)O5)c(O)c3C(O)=C1C(=O)CC(C)C2O (stereo unspecified) | -97*[100 µM]
O=C1NC(N/N=C\c2ccccc2)=N/C1=C/c1ccc(Cl)cc1 | -10.0*![100 µM]
O=C1/C(=C/c2ccco2)N=C2Sc3c(nc[nH]c3=O)N12 | 50&48[100 µM]
Cc1nc(C(N)=S)sc1C(=O)CC(=O)C(=O)Nc1cccc(Cl)c1C | 57&79[100 µM]
CC1(C)Oc2ccc3c(=O)cc(-c4cccs4)oc3c2C1C(=O)O (stereo unspecified) | 93&82[100 µM]

# Another view of four compounds above.
CCCC1C(C#N)(C#N)C(C#N)=C(N)C1(C)C(C)=O (stereo unspecified)
  UACC-62 = 87&82[100 µM]

CCCCCCCCOC(=O)C12Oc3ccc(-c4ccc5c(c4O)C(O)=C4C(=O)CC(C)C(O)C4(C(=O)OCCCCCCCC)O5)c(O)c3C(O)=C1C(=O)CC(C)C2O (stereo unspecified)
  UACC-62 = -97*[100 µM]

CC(=O)OCC1=C(C)C[C@H]([C@@H](COC(C)=O)C2CCC3C4C[C@H]5O[C@]56CC=CC(=O)[C@]6(C)C4CC[C@@]32C)OC1=O (stereo partly specified)
  UACC-62 = -100*[50 µM]

C=c1c2ccccc2oc2nc3[nH]c(N)c(C#N)c(N)c3c(=N)c12
  UACC-62 = 0.7*![100 µM]

# Assay outcomes as filed in PubChem BioAssay.
